Assay outcomes from PubChem BioAssay.
APP 5'UTR act: activators of APP 5'UTR luciferase reporter, primary screen, SH-SY5Y cells; AID 1276, 2008; activation, % at 2 µM; hit rate 1% among 190,000; SH-SY5Y APP 5'UTR luciferase reporter, luminescence; zero percent = DMSO vehicle wells;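 active = activation above a set limit, based on mean plus 3 SD of controls, cut at about 140% in these data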; note: values of inactives mirror those of a sister screen read the other way
FLuc act counter: FLuc activators, initial screening, artefact control for FLuc-dependent activation tests, biochemical, ATPlite luminescence | ATPlite luciferase biochemical, 10 min; 0 = ATP-free wells, 1 = DMSO control | activation factor at 10 µM | 200,000 tested, under 10 active;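 active = luciferase activation factor, scaled between plate controls, of at least 2 with compound at 10 µM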
Target sequence (P08659 whole entry, looked up): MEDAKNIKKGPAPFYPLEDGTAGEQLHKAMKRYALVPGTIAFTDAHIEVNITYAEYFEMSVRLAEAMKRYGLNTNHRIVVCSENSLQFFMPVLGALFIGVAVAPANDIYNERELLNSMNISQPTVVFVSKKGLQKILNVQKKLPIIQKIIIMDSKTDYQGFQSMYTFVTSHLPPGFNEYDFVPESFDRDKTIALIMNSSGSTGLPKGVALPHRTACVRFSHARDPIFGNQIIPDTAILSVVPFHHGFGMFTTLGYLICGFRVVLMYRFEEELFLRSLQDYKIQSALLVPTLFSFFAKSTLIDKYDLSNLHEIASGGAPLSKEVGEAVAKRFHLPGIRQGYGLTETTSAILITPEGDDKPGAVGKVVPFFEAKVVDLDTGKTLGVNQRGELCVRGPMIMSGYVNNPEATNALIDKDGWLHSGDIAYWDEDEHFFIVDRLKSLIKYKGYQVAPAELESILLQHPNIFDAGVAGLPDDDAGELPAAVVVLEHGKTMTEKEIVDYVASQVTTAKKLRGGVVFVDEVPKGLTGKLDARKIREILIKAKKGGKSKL
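Assay system – cell-free luciferase reagent · Medium – PBS-based ATP solution · Dosing – test compounds dosed from 2 mM stocks in 100% DMSO · Timing – 10 min, room temperature · Technique – light output (luminescence) · Measure – luminescence gain marking luciferase activators · Controls – No-ATP low control, compound-free enzyme-plus-ATP high control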
STAT1 blocker: STAT1 signaling inhibitors, primary screen, cell-based, HTS, luciferase reporter; AID 920, 2007; hit rate 0.35% among 200,000; inhibition, % at 5.5 µM; NIH 3T3 STAT1-luciferase reporter, IFN-gamma, luminescence;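 active = inhibition above a set limit, the mean inhibition across all tested compounds plus 3 SD, cut at about 34% in these data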;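 note: 0% = IFN-gamma with DMSO and 100% = IFN-gamma with 300 µM nifuroxazide; values of inactives mirror those of a sister screen read the other way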
STAT3 inh: IL-6 driven STAT3 reporter inhibitors, primary screen, U3A cells, luciferase, luminescence, MLSCN library | AID 862, 2007 | IL-6 STAT3-luciferase reporter; host cell line lacks STAT1 | inhibition, % at 5.5 µM | hit rate 0.89% among 190,000;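 active = inhibition above the mean inhibition across all screened compounds plus 3 SD, cut at about 44% in these data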;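 note: 0% = DMSO only wells and 100% = 100 µM nifuroxazide control wells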
ROMK mod: ROMK potassium channel modulators, primary screen, cell-based, thallium flux, MLSMR library. ATP-sensitive inward rectifier potassium channel 1 (Homo sapiens), P48048. Tet-inducible ROMK, thallium flux fluorescence; actives lie on both sides. B-score at 10 µM. hit rate 2% among 130,000. AID 1918, 2009;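 active = signal ratio slope over the read window, or its plate-corrected B-score, at least 3 SD from the plate mean, either direction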;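 note: B-score of the F/F0 ratio slope over 7 to 12 s after thallium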
Target sequence (P48048 whole entry, looked up): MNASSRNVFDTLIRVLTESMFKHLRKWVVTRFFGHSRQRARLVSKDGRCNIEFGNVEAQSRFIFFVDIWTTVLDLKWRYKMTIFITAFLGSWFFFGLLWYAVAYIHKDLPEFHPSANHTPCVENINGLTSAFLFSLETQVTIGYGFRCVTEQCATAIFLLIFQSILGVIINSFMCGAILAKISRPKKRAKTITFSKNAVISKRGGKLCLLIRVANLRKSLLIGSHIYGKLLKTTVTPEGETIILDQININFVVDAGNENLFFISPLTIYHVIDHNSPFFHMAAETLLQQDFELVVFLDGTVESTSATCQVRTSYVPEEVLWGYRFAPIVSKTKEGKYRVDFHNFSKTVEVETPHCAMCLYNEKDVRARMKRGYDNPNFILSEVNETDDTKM
APP 5UTR inh: inhibitors of APP translation via 5'UTR reporter, primary screen, APP 5'UTR luciferase, SH-SY5Y cells. SH-SY5Y APP 5'UTR-luciferase reporter, luminescence. inhibition, % at 2 µM. hit rate 0.82% among 190,000;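 active = inhibition above a set limit, derived from the sample mean plus 3 SD, cut at about 45% in these data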; note: values of inactives mirror those of a sister screen read the other way
NF-kB expr up: activators of NF-kB expression in neurons, primary screen, cell-based, HTS. hit rate 1.6% among 190,000. human neuronal cells, NF-kB reporter expression; stronger effect = higher value. fold change at 12.5 µM; in the data active = fold change above about 3.3
STAT1 act: STAT1 signaling activators, primary screen, cell-based, HTS, luciferase reporter; NIH 3T3 STAT1-luciferase reporter, IFN-gamma, luminescence; 100% = IFN-gamma alone, no compound; activation (% of control), % at 5.5 µM; hit rate 2.6% among 200,000;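 active = activation above the screen-wide mean activation plus 3 SD, cut at about 130% in these data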;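 note: raw ratio to IFN-gamma control signal so 100% means no change and 0% no light; values of inactives mirror those of a sister screen read the other way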
FLuc inh counter: firefly luciferase enzyme inhibitors, primary screen, artefact control for luciferase-based inhibitor screens, biochemical, luminescence, ATPLite. Luciferin 4-monooxygenase (Photinus pyralis), P08659. inhibition, % at 10 µM. hit rate 1.5% among 200,000. 10 min. AID 1006, 2008;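 active = inhibition above about 50% when tested at 10 µM, limit read from the data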
STAT3 activator: IL-6 driven STAT3 reporter potentiators, primary screen, U3A cells, luciferase, luminescence, MLSCN library; IL-6 STAT3-luciferase reporter; 100% = signal with IL-6 EC80 alone; activation (% of control), % at 5.6 µM; hit rate 0.91% among 190,000; AID 871, 2007;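 active = activation above the screen-wide mean of compound activation plus 3 SD, cut at about 130% in these data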;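 note: 0% = background luminescence of wells with medium and substrate only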
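System – human U3A cells carrying STAT3-luciferase construct · Probe or stimulus – Interleukin-6, 33 ng/mL · Schedule – compound 1 h, then IL-6 6 h at 37 °C · Signal – luminescence from STAT3-driven luciferase reporter · Evaluation – percent of IL-6-only median luminescence · Benchmarks – IL-6-only high control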
* = called active by the depositor; x = no result given. Random draw from the library; overall some 7.1% were active at least once.

Compound,APP 5'UTR act,FLuc act counter,STAT1 blocker,STAT3 inh,ROMK mod,APP 5UTR inh,NF-kB expr up,STAT1 act,FLuc inh counter,STAT3 activator
CCCC1CCC(=NNC(=O)OC(C)(C)C)CC1 (configuration not stated),47,1,-14,-15,x,-47,1.1,113,1,108
Cc1cc(C)n(C(=O)Cn2nc([N+](=O)[O-])cc2C)n1,1,1.1,5,-16,-1.7,-1,1.2,97,-7,118
CCN(CC)S(=O)(=O)c1ccc(S(=O)(=O)N2CCN(C(=O)c3ccco3)CC2)cc1,-15,1.1,-3,-1,0.0096,15,1.1,103,-8,104
O=C(CN1CCN(CCN2C(=O)c3cccc4cccc(c34)C2=O)CC1)c1ccc(F)cc1,-14,0.9,-2,20,x,14,0.57,102,7,88
CCOC(=O)c1oc2c(c1C)/C(=N/O)CCC2,1,1,-14,3,x,-1,1.5,112,2,100
CCC(C)n1c(SCC(=O)NC(=O)c2cccn2C)nc2ccccc2c1=O (configuration not stated),14,1.1,19,3,-1.6,-14,2.8,82,-8,98
C=CCN1C(=O)CN=C1NCc1ccccc1,9,1.1,4,7,x,-9,0.84,96,-6,97
O=C(Nc1nc2ccc(F)cc2s1)C1CCCO1 (configuration not stated),106,0.9,-51,2,x,-106,3.9*,146*,13,99
COc1cc2[nH]c(=O)c(C(=O)NCCCN3CCOCC3)c(O)c2cc1OC,8,1.1,-3,-6,0.56,-8,1.1,102,-7,106
Cn1c2c(c(=O)n(C)c1=O)C(CC(=O)Nc1ccccc1)C(=O)N2 (configuration not stated),-16,1.1,-6,-5,x,16,1.5,105,-6,106
COc1cc(OC)c(OC)cc1C=NCC1(c2ccccc2)CCCC1,0,1,6,4,-0.39,0,1.2,95,-2,102
Cc1ccc(-n2c(-c3c(-c4ccccc4)noc3C)n[nH]c2=S)cc1,1,1.1,5,8,0.71,-1,0.97,97,-7,94
COc1ccccc1CNC(=O)CN1CCC(NC(=O)c2ccccc2F)CC1,16,1,11,6,x,-16,1.1,90,-1,98
CCOC(=O)C1CCN(C(=O)COC(=O)CNC(=O)c2ccc(OC)cc2)CC1,8,1.1,14,1,-0.96,-8,1.2,86,-5,101
COc1ccc(OCC(=O)Nc2cccc(C(C)=O)c2)cc1,9,1,0,2,-0.072,-10,1,100,2,102
Cc1cc(C(=O)NC(C)CCC(C)C)c2ccccc2n1 (configuration not stated),2,1,-7,8,0.11,-2,0.97,105,-3,97
O=C(NCC1CCCO1)c1ccc(Cl)c(F)c1F (configuration not stated),10,1.1,-3,17,x,-10,1.5,102,-6,94
COC(=O)c1cccc(OC(N)=O)c1,5,1.1,-3,-1,x,-5,1.2,102,-6,105
Cc1nnc(SCC(=O)N(C(C)C)C(C)C)[nH]c1=O,9,1,5,15,-1.5,-9,1.1,95,-4,92
Cc1cc(NC(=O)NC(=O)c2ccc(F)cc2F)n[nH]1,89,0.5,-53,34,x,-89,2.5,149*,53*,73

Whole records from above:
O=C(CN1CCN(CCN2C(=O)c3cccc4cccc(c34)C2=O)CC1)c1ccc(F)cc1 as listed: APP 5'UTR act: -14; FLuc act counter: 0.9; STAT1 blocker: -2; STAT3 inh: 20; ROMK mod: x; APP 5UTR inh: 14; NF-kB expr up: 0.57; STAT1 act: 102; FLuc inh counter: 7; STAT3 activator: 88
Cc1cc(C)n(C(=O)Cn2nc([N+](=O)[O-])cc2C)n1 as listed: APP 5'UTR act: 1; FLuc act counter: 1.1; STAT1 blocker: 5; STAT3 inh: -16; ROMK mod: -1.7; APP 5UTR inh: -1; NF-kB expr up: 1.2; STAT1 act: 97; FLuc inh counter: -7; STAT3 activator: 118

Further entries follow:
Compound,APP 5'UTR act,FLuc act counter,STAT1 blocker,STAT3 inh,ROMK mod,APP 5UTR inh,NF-kB expr up,STAT1 act,FLuc inh counter,STAT3 activator
O=C(CCC(=O)Nc1ccc(Cl)cc1Cl)N/N=C/c1ccc([N+](=O)[O-])o1,6,1,-2,26,1,-6,0.9,99,-2,82
NC(=O)C1CCN(Cc2nc3c(Br)cc(Br)cc3c(=O)[nH]2)CC1,4,1.1,4,16,-0.78,-4,1.5,95,-6,92
COc1ccccc1OCC#CCSc1ncccn1,5,1,-11,11,-0.091,-5,1.4,108,4,95
COc1cc(NC(=S)NCCCN2CCOCC2)cc(OC)c1OC,3,1.1,1,8,0.093,-3,1.3,97,-5,101
COc1ccc(C2C(C(C)=O)=C(O)C(=O)N2c2cccnc2)c(OC)c1 (configuration not stated),11,1,2,11,-0.062,-11,1.1,98,-2,98
Cc1cccc(C)c1NC(=O)Cn1c(CN2CCCCC2)nc2ccccc2c1=O,17,1.1,5,5,x,-17,0.89,95,-7,98
O=C(CCn1cnc2ccccc2c1=O)Nc1nc2c(s1)CCCC2,5,1,-2,7,x,-5,1.3,102,-2,98
CCNS(=O)(=O)c1cccc(C(=O)c2c(C)cc3ccccn23)c1,12,1,-9,20,-1.5,-12,0.89,108,-4,89
COc1ccccc1N(CN1CCCC1=O)C(=O)COc1ccccc1,0,1.1,6,6,x,0,1.1,95,-10,98
C[C@H](NC(=O)c1nc[nH]c1C(=O)N[C@@H](Cc1ccccc1)C(=O)OCc1ccccc1)c1ccccc1,-5,1.1,4,x,x,5,0.9,98,-6,x
CC(OC(=O)c1nn(C(C)C)c(=O)c2ccccc12)C(=O)Nc1ncc(Cl)cc1Cl (configuration not stated),-11,1.1,-3,6,-0.41,11,1.1,105,-15,94
CCN(Cc1ccccc1)C(=O)Cn1c(=O)n(-c2ccc(OC)cc2OC)c(=O)c2c(C)c(C)sc21,-27,1.1,23,3,-0.88,27,1.3,78,-6,99
C(=N\c1c(-c2ccccc2)nc2n1CCS2)/c1ccccc1,6,1,-16,13,x,-6,1,114,-3,93
CCCCN(CC)CCNC(=O)c1[nH]c(C)c(C(C)=O)c1C,x,1,6,5,-0.14,x,1,95,-1,102
CC(=O)Nc1ccc(S(=O)(=O)Nc2nc3ccccc3nc2Nc2ccccc2)cc1,5,1,10,10,0.63,-5,1.1,91,-3,94
Cc1onc(-c2c(F)cccc2Cl)c1C(=O)NCc1ccccn1,8,1,7,5,x,-8,0.81,93,-5,100
CN(c1ccccc1)S(=O)(=O)c1ccc(C(=O)NCc2ccccn2)cc1,-3,1,-4,7,-0.32,3,1.4,104,-2,94
C=CCn1c(N)c(C(=O)N2CCOCC2)sc1=S,-3,1,-2,-1,x,3,0.97,102,4,103
Cc1ccccc1CSc1nnc(NC(=O)C2COc3ccccc3O2)s1 (configuration not stated),-3,1,-6,6,-0.51,3,1.2,106,-4,99
Cc1cccc(NC(=O)CCS(=O)(=O)c2cccc3nsnc23)c1C,5,1,-2,-2,x,-5,0.99,102,-2,105
Clc1ccc(-n2nnc(-c3cccnc3Cl)n2)cn1,48,0.7,-34,x,x,-48,1.8,134*,31,x
CC(=O)Nc1cc2c(cc1NC(=O)c1cnccn1)OCCO2,0,1,4,1,1.1,0,1.1,96,-3,98
CCc1nnc(NC(=O)CSc2nccn2-c2ccccc2)s1,-1,1.1,2,7,0.02,1,1.4,98,-9,97
Cc1ccc(C2Oc3ccccc3C3=C2C(c2cccs2)n2ncnc2N3)cc1 (configuration not stated),2,1,5,-22,x,-2,0.66,96,-3,123
CN(C)c1cccc2c(S(=O)(=O)Nc3ccccn3)cccc12,10,1.1,2,-4,x,-10,1.4,98,-6,103
O=[N+]([O-])c1cccc(C(=S)N2CCN(c3ccccc3F)CC2)c1,37,1.1,2,14,0.98,-37,0.83,97,-6,96
CCc1ccc2c(c1)C(O)(CC(=O)c1cccs1)C(=O)N2 (configuration not stated),15,1.1,-2,8,-0.24,-15,0.96,101,-10,99
O=C(OCn1nnc2ccccc2c1=O)c1cc(-c2ccccc2Cl)nc2ccccc12,7,1.1,10,26,x,-6,1.2,91,-9,79
COc1ccc(NS(=O)(=O)c2ccc(NC(=O)c3ccc(N(C)S(C)(=O)=O)cc3)cc2)cc1,8,1.1,12,60*,0.16,-8,0.64,89,-9,51
O=c1c(-c2ccccc2)coc2c(CN3CCOCC3)c(O)ccc12,9,1,1,7,0.65,-9,1.4,100,2,98
Cc1cc(C)nc(NC(=O)c2ccc([N+](=O)[O-])o2)n1,-20,1.1,14,12,-1.7,20,2,88,-8,92
Cc1ccc(S(=O)(=O)NCC(=O)NC2CCCC2)cc1,9,1.1,-3,4,x,-9,1,102,-11,103
Cc1nn(C)cc1CNC(=O)c1ccc(Br)o1,12,1,-8,0,-0.21,-12,1.3,107,0,103
CCn1c(COc2ccccc2C)nnc1SCC(=O)Nc1ccc2c(c1)OCCO2,-14,1.1,-2,11,x,14,0.97,102,-8,96
O=C(Nc1cccs1)Nc1ccccc1Cl,26,0.9,0,20,x,-26,1.4,100,8,87
